BH1578 lux ind: quorum light induction in luxS cqsA deficient V. cholerae. 0.16% of 350,000 active. V. cholerae BH1578 lux reporter, luminescence, 6 h. activation, % at 18.7 µM; in the data active = activation mostly above about 9.7%, no sharp cut-off; inconclusive = no clear call, values can overlap the other calls; inactive = mostly below about 3.7%; also: not every result past the cut was called active; inactives centre near 0; reference of the scale not given here
SARS 3CLpro inh: SARS-CoV 3CLpro protease inhibition. P0C6X7. recombinant SARS-CoV 3CLpro, quenched FRET peptide cleavage. inhibition, % at 6 µM. 0.14% of 290,000 active; in the data active = inhibition above about 12%
Y pestis TopoI: inhibitors of Yersinia pestis topoisomerase I | AID 504884 | activity, % at 10 µM | Y. pestis Topo-I cleavage product accumulation, plate reader | 0.064% of 360,000 active; in the data active = activity above about 50%, passing the limit was not always enough; inconclusive = no clear call, values can overlap the other calls; also: inactives centre near 2
MazEF act: activators of E. coli MazEF toxin-antitoxin RNase | P0AE70 | 0.32% of 350,000 active | AID 504720 | FAM/BHQ RNA-DNA oligo cleavage fluorescence, 5 h | activation, % at 20 µM; in the data active = activation above about 50%
Target sequence (P0AE70 whole entry, looked up): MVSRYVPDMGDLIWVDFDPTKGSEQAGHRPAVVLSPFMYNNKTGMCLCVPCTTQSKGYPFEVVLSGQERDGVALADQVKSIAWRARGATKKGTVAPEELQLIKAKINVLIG
Rv3671c inh: Rv3671c (M. tuberculosis) protease inhibition. P9WHR9. inhibition, % at 5.96 µM. 0.048% of 320,000 active. AID 2606; in the data active = inhibition above about 38%;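 also: extracellular domain of Rv3671c used as enzyme; 0% = enzyme with DMSO and 100% = no enzyme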
PfHsp40 yeast: restores yeast growth despite PfHsp40 toxicity; S. cerevisiae expressing PfHsp40, growth rescue, ATP luminescence; growth rescue, % at 12.5 µM; AID 504582; 0.68% of 340,000 active; in the data active = growth rescue above about 28%, passing the limit was not always enough; inconclusive = no clear call, values can overlap the other calls;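 also: yeast W303a lacking pdr1 and pdr3 grown in galactose medium; growth measured after three days at 30 °C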
DUSP3 inh: inhibitors of human VHR1 phosphatase (DUSP3); inhibition, % at 13.3 µM; recombinant VHR phosphatase, pNPP absorbance; P51452; 0.52% of 290,000 active; AID 1654; in the data active = inhibition above about 50%; also: some compounds called inactive have numbers as strong as hits
Target sequence (P51452 whole entry, looked up): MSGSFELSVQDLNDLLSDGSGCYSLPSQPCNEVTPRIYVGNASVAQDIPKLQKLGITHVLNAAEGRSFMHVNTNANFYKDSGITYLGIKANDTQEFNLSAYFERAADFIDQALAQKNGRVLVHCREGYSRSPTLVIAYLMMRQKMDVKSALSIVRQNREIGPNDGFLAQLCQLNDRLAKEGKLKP
Anthrax LF inh2: inhibitors of Bacillus anthracis lethal factor protease. inhibition, % at 10 µM. multiplex microsphere protease cleavage assay, LF. 0.12% of 360,000 active. P15917. AID 588501; in the data active = inhibition above about 30%; inconclusive = no clear call, values can overlap the other calls; also: plate controls were buffer without enzyme for full effect and enzyme alone for no effect
Target sequence (P15917 whole entry, looked up): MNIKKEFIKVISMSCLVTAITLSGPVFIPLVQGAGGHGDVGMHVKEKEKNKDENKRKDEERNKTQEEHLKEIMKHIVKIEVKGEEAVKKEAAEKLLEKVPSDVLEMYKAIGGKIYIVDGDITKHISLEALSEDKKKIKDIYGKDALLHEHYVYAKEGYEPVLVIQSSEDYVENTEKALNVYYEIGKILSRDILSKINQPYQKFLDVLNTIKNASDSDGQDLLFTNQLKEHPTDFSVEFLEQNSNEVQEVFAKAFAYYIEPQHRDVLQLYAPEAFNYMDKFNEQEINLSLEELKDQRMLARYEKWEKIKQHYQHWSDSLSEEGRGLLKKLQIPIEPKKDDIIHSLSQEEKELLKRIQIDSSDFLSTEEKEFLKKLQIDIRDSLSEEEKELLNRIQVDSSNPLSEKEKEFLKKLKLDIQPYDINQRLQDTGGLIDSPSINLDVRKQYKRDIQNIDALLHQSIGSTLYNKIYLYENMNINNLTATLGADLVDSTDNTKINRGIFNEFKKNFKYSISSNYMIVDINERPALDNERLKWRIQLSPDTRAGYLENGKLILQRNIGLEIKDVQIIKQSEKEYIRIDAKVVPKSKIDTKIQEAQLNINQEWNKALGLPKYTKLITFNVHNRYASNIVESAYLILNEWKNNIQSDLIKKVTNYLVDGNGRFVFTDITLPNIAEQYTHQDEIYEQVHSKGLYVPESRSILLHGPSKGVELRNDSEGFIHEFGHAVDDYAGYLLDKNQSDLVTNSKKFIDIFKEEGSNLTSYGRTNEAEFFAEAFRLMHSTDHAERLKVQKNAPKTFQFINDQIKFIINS
TcdB GH inh: blocks C. difficile toxin B glycohydrolase activity | inhibition, % at 9.99 µM | 0.24% of 350,000 active | P18177 | TcdB glycohydrolase enzymatic assay, plate reader | AID 652162; in the data active = inhibition above about 10%
PriA SSB inh: inhibitors of Klebsiella pneumoniae PriA binding to SSB C-terminal tail; 0.6% of 430,000 active; AID 1272365; AlphaScreen SSBct-PriA binding, biotinylated peptide; inhibition, % at 33 µM; in the data active = inhibition mostly above about 37%, no sharp cut-off; inactive = mostly below about 20%;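 also: plate controls were negative control peptide for no effect and reference peptide for full effect; strong numbers were not always called active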
Active calls of the source: *; i = inactive; ? = inconclusive; / = no result given; & = joins results of further samples. These rows are one share of the data, so the mix of outcomes need not match the whole.

item	compound	BH1578 lux ind	PfHsp40 yeast	TcdB GH inh	DUSP3 inh	Rv3671c inh	PriA SSB inh	Y pestis TopoI	SARS 3CLpro inh	MazEF act	Anthrax LF inh2
1	Cn1c(=O)c2c(ncn2CC(=O)Nc2cccc(S(=O)(=O)Nc3ccccc3F)c2)n(C)c1=O	-0.5	-0.4	-1.1	26	-7	-11	0	0	-5	-3
2	O=C(NCCCn1ccnc1)/C(=C\c1ccc(Br)cc1)NC(=O)c1ccccc1	2.7	-1.2	1.7	22	2	9	3	-1	4	0
3	C=CCC[C@H](Cc1ccc(F)cc1)C(=O)OC[C@H](C)NC(=O)[C@@H](CC=C)CC(=O)N[C@H](CO)Cc1ccccc1	i	3.5	1.2	/	-4	-1	20	/	3	6
4	CCn1c(=O)c2sccc2n2c(CCCC(=O)NC3CCN(Cc4ccccc4)CC3)nnc12	-0.4	-0.8	5.0	19	6	-2	4	-2	12	-1
5	Nc1ccc(C=C2C=Cc3ccccc32)cc1	i	?	1.6	/	/	18	-37	/	15	-10
6	COc1ccc(C(=O)NNC(=O)C(=O)NC2CCCCC2)cc1	i	0.6	-0.5	-4	-8	-6	0	-3	7	10
7	CNC(=O)C(=O)Nc1c(C)cc(C)cc1C	-0.2	-1.5	/	-1	3	-9	4	-1	-2	-2
8	CC(C)(C)OC(=O)NCCCCCC(=O)N/N=C/c1coc2ccccc2c1=O	i	-0.6	1.4	20	-2	i	-13	-5	-1	-10
9	CN(C)CCCN(C(=O)c1ccc(S(=O)(=O)N2CCc3ccccc32)cc1)c1nc2c(Cl)cccc2s1	i	-0.7	1.3	-6	0	46*	12	2	-94	-5
10	CC(=O)Nc1ccc(S(=O)(=O)NNC(=O)c2ccc(C)cc2)cc1	0.5	-1.4	/	-10	10	-5	-7	2	-4	-2
11	CC(C)[C@H](NC(=O)N1CCn2c1nc1ccccc12)C(=O)NCCc1ccccc1	8.5	0.8	-0.4	17	-14	0	23	-5	7	-5
12	c1csc(-c2csc3nc(CN4CCOCC4)nc(NCc4ccc5c(c4)OCO5)c23)c1	-0.4	0.4	/	15	4	-14	7	-1	-10	-4
13	Cc1cc2sc3nc(=O)n(-c4ccccc4)c(=O)n3c2cc1C	-1.3	0.6	0.7	21	-2	-7	0	1	13	-2
14	CCc1cc2cc(C)c(C)cc2nc1SCC(=O)NNC(=O)c1ccco1	1.6	-0.8	-2.3	0	-1	6	5	4	4	-2
15	CCCCN(C(=O)c1ccc2c(c1)OCCO2)c1c(N)n(CCCC)c(=O)[nH]c1=O	-3.7	1.1	-0.6	/	6	6	-2	/	6	7
16	Cc1nn(Cc2ccccc2Cl)c(C)c1NC(=O)Cn1nc([N+](=O)[O-])c(Cl)c1C	0.9	0.0	/	0	-6	-6	3	6	-1	-3
17	COc1cccc(C(=O)NC2CCCc3c2cnn3-c2cc(C)cc(C)c2)c1 (stereo not drawn)	-4.5	3.8	0.7	20	/	4	35	4	-2	0
18	CC(C)(C)c1ccc(C(=O)CSc2ncn[nH]2)cc1	-0.3	0.4	/	17	-2	9&-8	1	2	-3	2
19	O=c1cccc2n1CC1CC2CN(c2ncnc3c2cnn3-c2ccc(Cl)cc2)C1 (stereo not drawn)	i	-1.6	/	44	-3	-15	-6	/	3	-1
20	O=C(c1ccco1)N1CCN(Cc2cc(=O)c(OCc3ccccc3F)co2)CC1	-5.0	0.6	1.2	/	10	-6&-7	4	/	4	-2
21	O=C(c1ccco1)c1cn(CC(=O)N2CCCCC2)c2ccccc12	-0.2	-0.6	/	22	-8	-8	6	5	-5	-8
22	Cc1ccc(C(=O)Nc2nc(C(N)Cc3ccc(C(F)(F)F)cc3)cs2)cc1 (stereo not drawn)	-0.6	/	-0.2	/	/	/	-20	/	/	-6
23	O=C(Nc1ccccc1)C1CC2CCC1C2 (stereo not drawn)	0.8	0.8	-0.2	-3	-7	-3	-4	-5	5	14
24	Cc1ccc(NC(=O)CS(=O)CC(=O)N(CC(=O)NC2CCCC2)c2cc(C)ccc2C)cc1 (stereo not drawn)	i	0.5	/	20	3	-8	28	-3	2	-3
25	COc1cccc(-c2nc(C(N)=O)c3[nH]c(=O)n(-c4ccccc4)c3n2)c1OC	-0.2	0.9	2.0	-2	3	-11	12	-3	2	-3
26	O=C1CCN(S(=O)(=O)c2ccccc2)CCN1CCOCc1ccc(F)cc1	i	-2.2	1.4	6	0	-7	5	/	0	-10
27	COc1ccccc1N1CCN(C(=O)Cc2c(C(=O)O)[nH]c3ccc(Cl)cc23)CC1	i	0.4	-0.9	24	2	-12	4	1	-10	2
28	Cc1ccccc1CC(=O)N1CCN(S(=O)(=O)c2ccc(Cl)s2)CC1	-4.5	0.9	0.4	/	2	-11	31	/	-2	-3
29	C[C@H]1CCC(=O)N([C@H](COc2ccccc2)Cc2ccccc2)CC1	0.4	1.5	-0.5	13	-4	-64	19	-2	0	-1
30	Cn1nnc2cc(C(=O)NC(C)(C)C)ccc21	-0.2	0.6	/	24	8	-2	1	3	4	-1
31	O=C(c1cccs1)N(CC1CCCO1)c1nc(-c2ccccc2)cs1 (stereo not drawn)	i	-0.4	/	6	-7	-23	-15	-3	2	0
32	Cc1ccc(NS(=O)(=O)c2cccc(C(=O)NCCCN3CCOCC3)c2)cc1	i	0.2	1.1	/	-1	-5	0	/	4	3
33	C=CCNc1nnc(SCC(=O)N2CCCCC2)c2ccccc12	-1.4	0.3	/	21	-9	-15	6	-4	13	10
34	CC1CCCN(c2ccc(C(=O)N3CCC4(CC3)OCCO4)cc2[N+](=O)[O-])C1 (stereo not drawn)	-0.3	-0.4	-0.4	14	-10	9	-6	-5	3	-1
35	O=C(CC1NCCc2ccccc21)Nc1ccc(Cl)cc1 (stereo not drawn)	-0.5	-0.3	0.2	9	-3	4	-3	6	5	-4
36	Cc1cccc2c3c([nH]c12)C(=O)CC(C)(C)S3	-0.3	-0.5	2.9	25	5	-11	11	0	14	-2
37	NC(=O)c1cccc2ccccc12	i	-1.0	2.0	25	-10	-10	-2	0	-6	-2
38	CC1C(=O)NC(=O)C1c1ccccc1 (stereo not drawn)	-0.3	0.5	1.5	0	5	-4	2	7	1	2
39	COc1ccc(-n2c(N)cc(=O)[nH]c2=O)cc1	/	/	/	-1	-2	-4	/	-2	7	/
40	COc1cc(OC)c(C(=O)OCC(=O)NC23CC4CC(CC(C4)C2)C3)cc1OC	-2.1	-1.1	2.1	/	5	-10	-9	/	4	-9
41	Cc1ccc(C)c(NC(=O)C(c2ccccc2)N2CCN(CC(=O)N3CCOCC3)CC2)c1 (stereo not drawn)	-0.4	-0.5	0.3	/	2	-4	1	/	9	-7
42	N#CCCN(C(=O)CN1CCN(S(=O)(=O)c2ccc3c(c2)OCCO3)CC1)c1ccc(F)cc1	-3.5	-0.9	-0.2	/	6	-6	13	/	-4	-8
43	COc1ccc(NS(=O)(=O)c2cc(NC(=O)c3ccc(=O)[nH]c3)ccc2N2CCCC2)cc1	/	2.5	-0.7	-9	2	16	14	3	7	-5
44	O=C(Cc1cccs1)NCc1ccccc1	i	-0.8	/	-14	2	-20	12	2	-3	3
45	CCOc1ccccc1NC(=O)NCc1ccc(F)cc1	-0.4	0.3	1.3	8	2	-14	-6	2	3	-4
46	CC1CCCCC1NC(=O)CNC(=S)N1CC2CC(C1)c1cccc(=O)n1C2 (stereo not drawn)	i	0.0	1.4	-14	-13	4	-12	-3	6	-3
47	Cc1sc2nc3c(C(=O)N4CCCC4)cc(C(=O)c4ccccc4O)cn3c(=O)c2c1C	-0.1	0.7	-0.8	-3	-7	-5	11	1	11	15
48	Cc1ccc(CN2CCNC(=O)C2CC(=O)N(C)CCc2cnn(C)c2)cc1 (stereo not drawn)	i	0.7	1.0	15	/	3	8	-2	4	29
49	CC(C)NC(=O)c1cnc(Sc2ncc(C(F)(F)F)cc2Cl)n1C	12	-1.5	/	35	1	4	-4	2	0	2
50	CCC(=O)Nc1ccc2nc(C)n(CC(=O)Nc3ccccc3)c(=O)c2c1	i	0.1	0.2	-16	-9	-16	-1	1	-12	-3

Compound profiles, as listed above:
Results for `Cc1ccc(C)c(NC(=O)C(c2ccccc2)N2CCN(CC(=O)N3CCOCC3)CC2)c1` (stereo not drawn) → BH1578 lux ind = -0.4; PfHsp40 yeast = -0.5; TcdB GH inh = 0.3; DUSP3 inh = /; Rv3671c inh = 2; PriA SSB inh = -4; Y pestis TopoI = 1; SARS 3CLpro inh = /; MazEF act = 9; Anthrax LF inh2 = -7
Results for `COc1cc(OC)c(C(=O)OCC(=O)NC23CC4CC(CC(C4)C2)C3)cc1OC` → BH1578 lux ind = -2.1; PfHsp40 yeast = -1.1; TcdB GH inh = 2.1; DUSP3 inh = /; Rv3671c inh = 5; PriA SSB inh = -10; Y pestis TopoI = -9; SARS 3CLpro inh = /; MazEF act = 4; Anthrax LF inh2 = -9

(cont.)
item	compound	BH1578 lux ind	PfHsp40 yeast	TcdB GH inh	DUSP3 inh	Rv3671c inh	PriA SSB inh	Y pestis TopoI	SARS 3CLpro inh	MazEF act	Anthrax LF inh2
51	O=C(Cn1cccc1C(=O)c1ccccc1)NCc1ccccc1	i	-1.2	/	23	-3	-10	-10	-6	2	-9
52	CC(C)CC(NC(=O)CNC(=O)C1O[C@@H]2OC(C)(C)O[C@@H]2[C@H]2OC(C)(C)O[C@@H]12)C(=O)O (stereo partly drawn)	1.4	0.7	-0.3	3	-4	-16	-4	-4	5	-3
53	COc1ccc(C(=O)COC(=O)c2ccc3c(c2)NC(=O)CS3)c(OC)c1	-2.3	6.0	0.0	/	-7	7	29	/	-32	-2
54	O=C(CN1C(=O)c2ccccc2S1(=O)=O)NC1CCCC1	i	-0.2	/	-13	-2	-4	-2	2	4	-1
55	CC(=O)c1cccc(NC(=O)COc2cc3oc(=O)c(CC(C)O)c(C)c3cc2Cl)c1 (stereo not drawn)	0.0	-1.8	-2.8	-28	-6	-9	17	3	33	0
56	Cc1cccnc1NC(=O)C(C)N1C(=O)c2ccccc2C1=O (stereo not drawn)	-0.6	0.0	1.4	-4	1	-1	-1	-8	-3	7
57	COc1ccc(NC(=O)CSCC(=O)N2c3ccccc3CCc3ccccc32)cc1	-0.2	1.1	0.6	-10	-3	2	-7	3	-12	1
58	Cc1nc2ncnn2c(C)c1Cc1cccc(F)c1	-0.3	1.0	-0.5	7	8	-6	4	3	10	-1
59	COC(=O)CNC(=O)COC(=O)c1cc(F)c(F)cc1Cl	/	-0.6	/	6	3	-13	2	0	-2	0
60	CCOC(=O)CSc1nnc(-c2cccc(Br)c2)o1	/	-0.8	/	-4	5	-22	9	0	-4	-6
61	O=C(Nc1ccccc1F)C1CCCN1S(=O)(=O)c1cccc2nsnc12 (stereo not drawn)	0.9	-0.2	2.0	-10	1	-3	-11	-2	7	5
62	Cc1ccc(C2NC(=O)c3ccccc3O2)cc1 (stereo not drawn)	i	-1.6	2.9	17	-4	-8	9	1	1	-2
63	Cc1[nH][nH]c(=O)c1N=Nc1ccccc1C#N	/	/	-0.2	36	-1	/	/	6	/	/
64	Cc1ccc(C(O)c2ncc(-c3ccc4ccccc4c3)[nH]2)cc1F (stereo not drawn)	0.3	/	0.2	/	/	/	-11	/	/	-3
65	O=c1cc(NC2CCCCC2)c2ccccc2o1	i	0.6	/	27	-8	4	-7	-2	1	2
66	O=C(c1ccncc1)N1CCN(S(=O)(=O)c2cc(C(F)(F)F)cc(C(F)(F)F)c2)CC1	0.1	-1.6	1.6	/	-15	-4	-2	/	-4	-2
67	Cc1ccc([N+](=O)[O-])cc1N(CC(=O)NCC1CCCO1)S(C)(=O)=O (stereo not drawn)	-0.4	-2.1	0.7	-32	-4	-7	-4	3	6	-2
68	CCCCOC(=O)C1=C(N)N2C(=O)C(C)SC2=C(C(=O)OCC)C1c1ccc(O)c(OC)c1 (stereo not drawn)	-0.5	-0.9	1.2	25	0	2	-1	-1	-4	-1
69	CC1(C)Cc2ccccc2C(NN=C2CCCC2)=N1	0.3	0.2	/	7	-5	-5	-4	2	3	4
